Assay outcomes: PubChem, Sanford-Burnham Center for Chemical Genomics
Jurkat NFkB inh: inhibitors of the PMA/ionomycin-induced NF-kB reporter in Jurkat cells; PMA/ionomycin-induced NF-kB luciferase reporter, luminescence; inhibition, % at 4 µM; actives 0.53% (n = 330,000); AID 435003
Apaf1 inhib: inhibitors of human Apaf-1 apoptosome. reconstituted apoptosome caspase-3 activity, DEVD-Rh110 fluorescence. inhibition, % at 20 µM. actives 0.71% (n = 330,000). AID 489030; active means inhibition of at least 40% at 20 µM;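 further: plate controls were DMSO wells for no effect and DEVD-CHO caspase inhibitor wells for full effect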
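detection = Rh110 fluorescence intensity | test system = biochemical Apaf-1 apoptosome reconstitution | also added = cytochrome c and DEVD-Rh110 substrate | schedule = 30 min plus 50 min, RT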
EBI2 block: antagonists of human EBI2 receptor; EBI2 beta-arrestin recruitment, luminescence, 7a,25-OHC stimulated; inhibition, % at 5 µM; actives 0.81% (n = 360,000); AID 651636; in the data active means inhibition above about 38%;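 further: enzyme fragment complementation signal reports receptor beta-arrestin coupling in cells; 0% = agonist plus DMSO wells and 100% = wells without agonist; some results beyond the cut were filed as inactive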
Target sequence (P32249 whole entry, looked up, the tested form may be a part): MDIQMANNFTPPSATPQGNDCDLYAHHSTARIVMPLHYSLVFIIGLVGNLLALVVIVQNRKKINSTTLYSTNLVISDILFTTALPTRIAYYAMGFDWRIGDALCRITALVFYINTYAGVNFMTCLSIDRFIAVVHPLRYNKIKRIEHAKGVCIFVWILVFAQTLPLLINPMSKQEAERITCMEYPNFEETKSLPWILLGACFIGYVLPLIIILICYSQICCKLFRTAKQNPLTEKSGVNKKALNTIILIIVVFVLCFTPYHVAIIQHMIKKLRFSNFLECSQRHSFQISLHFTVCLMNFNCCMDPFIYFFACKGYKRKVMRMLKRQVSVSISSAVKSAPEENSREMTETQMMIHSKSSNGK
CCR6 antagonist: antagonists of human CCR6 receptor. CHO-K1 CCR6 PathHunter beta-arrestin, luminescence, CCL20-stimulated. P51684. inhibition, % at 20 µM. actives 0.49% (n = 340,000);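 active means compounds whose inhibition of the agonist-driven luminescence signal at 20 µM reaches about 50%, limit read from the data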;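 further: cells stimulated with CCL20 at 14 nM final; plate controls were DMSO with CCL20 for no effect and DMSO without agonist for full effect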
Target sequence (P51684 whole entry, looked up): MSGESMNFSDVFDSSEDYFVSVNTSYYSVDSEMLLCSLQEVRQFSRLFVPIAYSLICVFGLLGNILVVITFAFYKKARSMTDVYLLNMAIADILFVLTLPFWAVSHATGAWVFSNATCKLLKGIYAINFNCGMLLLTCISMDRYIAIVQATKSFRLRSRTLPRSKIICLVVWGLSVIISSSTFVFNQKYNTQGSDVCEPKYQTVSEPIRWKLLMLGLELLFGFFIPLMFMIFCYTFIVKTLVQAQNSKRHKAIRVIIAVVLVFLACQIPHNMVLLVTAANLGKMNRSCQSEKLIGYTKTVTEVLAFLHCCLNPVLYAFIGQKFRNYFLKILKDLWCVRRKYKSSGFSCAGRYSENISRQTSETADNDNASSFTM
SENP8 block: blocks the human protease SENP8 | purified SENP8, Z-RLRGG-aminoluciferin cleavage, luminescence | Q96LD8 | AID 2540 | actives 1.2% (n = 330,000) | inhibition, % at 10 µM
Target sequence (Q96LD8 whole entry, looked up): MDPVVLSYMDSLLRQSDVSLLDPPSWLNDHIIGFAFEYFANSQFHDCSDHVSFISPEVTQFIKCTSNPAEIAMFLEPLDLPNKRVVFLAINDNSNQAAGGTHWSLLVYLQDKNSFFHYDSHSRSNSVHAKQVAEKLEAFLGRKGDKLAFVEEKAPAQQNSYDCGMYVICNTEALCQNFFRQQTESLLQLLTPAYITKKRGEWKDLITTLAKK
697 NFkB inh: lowers PMA/ionomycin-induced NF-kB signal in 697 B cells; 697 B-cell NF-kB luciferase reporter, 16 h; inhibition, % at 4 µM; actives 0.33% (n = 330,000); in the data active means inhibition above about 35%
Gli-Sufu block: Gli-Sufu pathway antagonism; AID 588413; actives 0.74% (n = 340,000); inhibition, % at 5 µM; Sufu-KO-LIGHT fibroblasts, Gli luciferase reporter luminescence;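 active means inhibition above about 55%, limit read from the data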;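 further: 0% = DMSO-treated cells and 100% = wells with medium but no cells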
UBC13 polyUb: inhibitors of human UBC13 polyubiquitin chain formation. P61088. TR-FRET. inhibition, % at 20 µM. actives 0.47% (n = 330,000). AID 485273; in the data active means inhibition above about 45%, passing the limit was not always enough
Target sequence (P61088 whole entry, looked up): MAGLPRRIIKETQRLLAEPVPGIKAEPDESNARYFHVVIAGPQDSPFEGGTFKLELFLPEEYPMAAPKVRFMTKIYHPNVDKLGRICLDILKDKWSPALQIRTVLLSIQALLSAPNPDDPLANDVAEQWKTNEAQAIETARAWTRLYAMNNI
Starred values were filed as active, the others as inactive; . = no result given. Unless noted, no stated cut-off is given here; in the data, active means inhibition above about 50%; inactive means the rest.

SMILES	Jurkat NFkB inh	Apaf1 inhib	EBI2 block	CCR6 antagonist	SENP8 block	697 NFkB inh	Gli-Sufu block	UBC13 polyUb
CC(C)c1oc(=O)cc2c1[C@@H](O)[C@H]1OC(=O)[C@@]3(C)C[C@@H](O)[C@@H](O)[C@@]2(C)C13 (stereo partly drawn)	90*	6	7	16	1	-265	46	4
O=C1/C(=C\c2ccc3c(c2)OCO3)N2CCC1CC2	-12	-2	3	8	1	-4	17	-5
COc1ccc(-n2c(-c3ccccc3)nc3ccccc3c2=O)cc1	2	-26	-4	13	3	-13	-6	13
O=C1CC(c2ccccc2)CC(O)=C1C=NCCN1CCN(C(=O)Cc2ccccc2)CC1 (stereo not drawn)	-12	1	-2	-8	-3	-6	3	-2
CCN(CC(=O)Nc1ccc(NC(C)=O)cc1)C(=O)CSC(c1ccccc1)c1ccccc1	-10	8	8	6	-5	-1	-2	2
O=c1[nH]c(=S)[nH]c(O)c1N=Nc1ccc2c(c1)OCO2	-28	6	6	34	82*	-49	-6	-347
O=C(c1cc(F)ccc1F)C1CCCN(CCCc2ccccc2)C1 (stereo not drawn)	1	-4	-3	15	0	7	15	9
O=C(Nc1ccc(Br)cc1)c1nn(C23CC4CC(CC(C4)C2)C3)cc1Br	-4	16	-7	15	-3	-23	-1	-12
Cc1ccc2c(c1)c(=O)c1c3n2CCN(CC#N)C3CC1 (stereo not drawn)	-4	5	0	-3	-8	-2	23	-6
CN1C(=O)NC(=O)/C(=C/c2ccc(C(=O)O)cc2)C1=O	2	-20	7	3	-1	21	6	3
COc1ccc(-n2c(C)nc3cc(C(=O)N4CCC5(CC4)OCCO5)ccc32)cc1	3	-2	2	0	-6	20	-4	-2
N#CC(c1ccccc1)N1CCOCC1 (stereo not drawn)	-9	-18	-4	-4	0	-4	4	5
CN1CCN(c2ccc([N+](=O)[O-])c3cccnc23)CC1	-14	15	-11	15	5	-5	-11	-41
CC(=NCCc1ccccc1)c1c(O)[nH]c(=O)[nH]c1=O	6	-7	-16	3	-3	0	0	0
CN(C)c1cc(N)c2c(n1)CCC2 (tested in a mixture with another compound)	-11	1	-10	7	1	6	2	-1
Cc1cc(NC(=O)CCl)nn1C	-11	6	4	10	-4	-1	5	2
CN1CN(c2cccc([N+](=O)[O-])c2)CN=C1N[N+](=O)[O-]	7	0	1	10	-6	7	2	-5
O=[N+]([O-])c1cc(F)c(N2CCCCC2)cc1Br	-5	-14	-2	19	-4	2	4	2
CCSc1nnc([C@@H](N)Cc2ccccc2)o1	-6	-11	-16	-8	-2	14	0	13
COC(=O)C1=C(c2ccc(F)cc2OCc2ccccc2)C[C@@H]2CC[C@H]1N2C(=O)NCCOc1ccccc1Cl	-1	27	34	-3	-11	-7	28	-5
COc1ccccc1CN1CCN(C(=O)COc2cccc(C)c2)CC1	-7	1	9	9	2	-39	94*	-1
CN1C(=O)N(C)C(=O)C2(Cc3cc([N+](=O)[O-])ccc3N(C)C2c2ccccc2)C1=O (stereo not drawn)	7	-6	5	7	6	11	8	-6
Cc1ccsc1C(=O)C1CCCN(Cc2cc3ccccc3o2)C1 (stereo not drawn)	9	14	-1	-1	12	-7	4	4
Cc1ccc2c(c1)CC1(CN2C)C(=O)NC(=O)N(c2ccccc2C)C1=O (stereo not drawn)	-6	7	-7	0	-14	2	-2	-9
CC1CCCN(c2ccc(C(=O)N3CCC4(CC3)OCCO4)cc2[N+](=O)[O-])C1 (stereo not drawn)	-18	15	8	10	-10	9	-2	-20
CC(O)(CS(=O)(=O)c1cccc(C(F)(F)F)c1)C(=O)Nc1ccc(C(F)(F)F)cc1 (stereo not drawn)	-5	4	-2	-11	-4	-17	-3	-14
CCCCCCNC(=O)N[C@@H](Cc1ccc(O)cc1)C(=O)NCCC[C@H]1CN2C(=NC[C@H]2C)N1CC1CCC1	-27	11	.	7	-17	-34	-9	12
C=CCC1([C@@H](C)CCC)C(=O)NC(=O)NC1=O	16	0	-1	7	2	20	-17	-9
COc1ccc2c3c1OC1C(=O)CC[C@@]4(O)[C@@H](C2)N(C)CC[C@]314 (stereo partly drawn)	2	14	8	13	-13	-9	-16	-6
O=c1[nH]c(=S)n(-c2ccccc2)c(O)c1/C=N/N1CCOCC1	-1	1	-4	7	-7	2	-6	-35
CCCCCn1c(=O)c(C(=O)Nc2cc(C)ccn2)c(O)c2ccccc21	9	-8	-7	9	9	-37	-18	44
COC(=O)C1=C(c2ccc(OC)c(OC)c2)C[C@@H]2CC[C@H]1N2C(=O)N1CCc2cc(OC)c(OC)cc2C1	-9	4	-11	1	0	16	-12	9
CCC(=Nc1ccc(OC)cc1OC)c1c(O)n(C)c(=O)n(C)c1=O	9	-1	0	-14	0	-4	10	6
CC1(C)C2([N+](=O)[O-])CN3CC1([N+](=O)[O-])CN(C2)C3c1cccnc1 (stereo not drawn)	6	-11	-14	-1	-4	-13	8	-4
CCC(C)/C=C(C)/C=C/C1=CC2=C(Cl)C(=O)C(C)(OC(C)=O)C(=O)C2=CO1 (stereo not drawn)	-11	17	-11	33	9	2	-13	-46
CCCCCCn1c(O)c(C=Nc2ccccc2N2CCOCC2)c(=O)[nH]c1=S	-1	16	-15	-6	-4	-8	1	-2
COc1ccc(Nc2ncc(C(=O)N3CCC4(CC3)OCCO4)c3ccccc23)cc1	2	13	-17	-14	-1	20	3	-7
Cc1ccc(-n2c(O)c(/C=N/N3CCCCC3c3cccnc3)c(=O)[nH]c2=S)cc1 (stereo not drawn)	-4	11	5	18	-6	2	-7	-9
COC(=O)C1=C(c2cccc(OC)c2OC)C[C@@H]2CC[C@H]1N2C(=O)N1CCCC1	6	3	-11	2	-3	13	-11	-3
CCC[N+]12CCC(CC1)C(C(O)(c1ccccc1)c1ccccc1)C2 (stereo not drawn)	1	-11	-5	5	-7	17	2	7
CCc1ccc(N2C(=O)NC(=O)/C(=C/c3ccsc3)C2=O)cc1	-7	2	.	.	7	11	.	-8
O=C1COc2ccc(C(=O)COC(=O)Cc3ccccc3)cc2N1	17	-1	-3	-3	4	26	-12	6
CCCCCCOc1ccc(CN2CCN(C)CC2)cc1	-103	-10	-18	0	1	-113	34	10
Clc1ccccc1Nc1ncnc(-n2cccc2)n1	-105	6	5	8	64*	-95	-56	7
COC[C@]12CN(C)C3C4[C@H](OC)[C@H]1C3([C@@H](OC)C[C@H]2O)[C@@H]1C[C@@]2(O)[C@H](OC(=O)c3ccccc3)[C@@H]1[C@]4(OC(C)=O)[C@@H](O)[C@@H]2OC	4	2	1	5	4	16	10	17
CN(CCOc1ccc(C=C2C(=O)NC(=O)NC2=O)cc1)c1ccccn1	-13	3	-2	-2	-5	6	-26	2
O=C(COc1ccc2ccccc2c1)N1CCN(Cc2c[nH]c3ccccc23)CC1	0	15	83*	6	-8	-35	-2	12
CCOC(=O)c1c(NC(=O)C(c2ccccc2)c2ccccc2)sc2c1C1CCN2CC1	1	35	-8	21	1	-2	6	9
CCN(CC)C(=O)Cn1cc(/C=C2\C(=O)NC(=O)N(c3ccccc3F)C2=O)c2ccccc21	-14	5	3	38	-10	-15	5	3
CCCN(CC#CCOc1ccc(OC)cc1)CCC	8	-8	19	5	-4	8	4	4
COc1ccc(-n2c(SCCN(C)C)nc3ccccc3c2=O)cc1	2	-19	9	11	2	-8	10	11
O=c1c2ccccc2nc(-c2ccccc2)n1-c1ccccn1	6	-4	-3	-1	-7	7	-18	-12
CN1CCN(c2cn[nH]c(=O)c2Cl)CC1	-6	1	-12	12	1	11	47	-3
Cc1nn(CC(=O)N2CCC3(CC2)OCCO3)c(=O)c2cc3ccccc3n12	12	-1	-4	1	-9	10	-14	-3
CCOc1ccc(-n2c(-c3cccs3)nc3ccccc3c2=O)cc1	14	9	11	19	-4	-6	-3	6
Cc1cc(C)cc(-n2c(C)cc(/C=C3\C(=O)NC(=O)N(C)C3=O)c2C)c1	-7	5	-12	23	-1	-3	1	-12
COc1ccc(C2SCC(=O)Nc3c2c(C)nn3-c2ccccc2)cc1 (stereo not drawn)	-23	16	1	14	-9	-31	7	-6
COc1ccc(-n2c(O)c(C(C)=NC3CC3)c(=O)[nH]c2=O)cc1	10	-5	-10	10	-1	12	3	-1
COc1ccc(NC(=O)c2cn(CCC#N)nc2-c2cccc(Br)c2)cc1	-13	9	-8	5	11	-12	1	-1
O=C(c1ccc(F)cc1Cl)N1CCC2(CC1)OCCO2	5	2	2	6	-15	-5	-13	-2
Carrying on.
SMILES	Jurkat NFkB inh	Apaf1 inhib	EBI2 block	CCR6 antagonist	SENP8 block	697 NFkB inh	Gli-Sufu block	UBC13 polyUb
Cn1c(O)c(/C=C2/C=CC=N2)c(=O)[nH]c1=O	9	-1	8	-7	-8	19	5	-28
N=c1c[n+](CC23CC4CC(CC(C4)C2)C3)[n-]o1	5	1	-4	9	-3	7	6	7
OC(CN1CCCCC1)c1c[nH]c2ccccc12 (stereo not drawn)	3	2	-4	5	-6	0	8	4
COc1cccc(C(=O)C2CCCN(Cc3ccc4nonc4c3)C2)c1 (stereo not drawn)	17	7	-2	14	-3	-4	-8	1
CCCCCn1c(=O)c(C(=O)NCc2ccncc2)c(O)c2ccccc21	-11	31	9	19	-5	-29	-2	10
Ic1ccccc1CN[C@@H]1C2CCN(CC2)[C@@H]1C(c1ccccc1)c1ccccc1	15	50*	5	11	-6	-30	1	49*
CCc1c(C)nc(N)nc1N1N=C1SCC#N	-6	-7	-8	8	1	3	-2	-5
OC(c1cccc(Cl)c1)(c1cccc(Cl)c1)C1CN2CCC1CC2 (stereo not drawn)	33	6	-9	9	-2	20	14	28
COc1ccccc1-n1c(-c2ccccc2Br)nc2ccccc2c1=O	-2	5	6	4	-7	-3	2	0
Cc1oc2ccc(OC(=O)N(C)C)cc2c1C(=O)OC(C)C	5	8	-25	-26	-5	7	-1	1
COC(=O)C1=C(c2cc3ccccc3s2)C[C@@H]2CC[C@H]1N2C(=O)NCCO	7	-9	0	14	10	-1	-2	0
CC(=NCc1ccco1)c1c(O)n(C)c(=O)n(C)c1=O	12	-7	-3	-2	6	12	0	1
CCN(CC)C(=O)c1ccc(NC(=O)CCCSc2ccccc2)cc1	-8	9	2	9	-7	20	-15	-21
CC1CN(C)C(C)(C)CC1(O)c1ccccc1 (stereo not drawn)	5	-23	-3	6	-11	7	0	2
Cc1ccc(OP(=O)(NC(C)c2ccccc2)Oc2ccc(C)cc2)cc1 (stereo not drawn)	-4	35	7	17	-8	-12	1	3
CNC(C(=O)c1ccccc1)C(OC)c1cccc([N+](=O)[O-])c1 (stereo not drawn)	9	-15	-1	3	6	11	6	2
COC(=O)C1=C(c2ccc(F)cc2F)C[C@@H]2CC[C@H]1N2C(=O)NCCNC(C)=O	-1	0	-2	4	9	13	-8	1
O=[N+]([O-])c1ccc2c(c1)C(c1ccccc1)=NCCN2	2	5	10	13	5	4	15	-1

Part of the list above in order of heavy-atom count, lowest first:
SMILES	Jurkat NFkB inh	Apaf1 inhib	EBI2 block	CCR6 antagonist	SENP8 block	697 NFkB inh	Gli-Sufu block	UBC13 polyUb
Cn1c(O)c(/C=C2/C=CC=N2)c(=O)[nH]c1=O	9	-1	8	-7	-8	19	5	-28
CNC(C(=O)c1ccccc1)C(OC)c1cccc([N+](=O)[O-])c1 (stereo not drawn)	9	-15	-1	3	6	11	6	2
COC(=O)C1=C(c2cc3ccccc3s2)C[C@@H]2CC[C@H]1N2C(=O)NCCO	7	-9	0	14	10	-1	-2	0

Given field by field: part of the list above.
> Cc1oc2ccc(OC(=O)N(C)C)cc2c1C(=O)OC(C)C
  Jurkat NFkB inh = 5	Apaf1 inhib = 8	EBI2 block = -25	CCR6 antagonist = -26	SENP8 block = -5	697 NFkB inh = 7	Gli-Sufu block = -1	UBC13 polyUb = 1

> COC(=O)C1=C(c2cc3ccccc3s2)C[C@@H]2CC[C@H]1N2C(=O)NCCO
  Jurkat NFkB inh = 7	Apaf1 inhib = -9	EBI2 block = 0	CCR6 antagonist = 14	SENP8 block = 10	697 NFkB inh = -1	Gli-Sufu block = -2	UBC13 polyUb = 0

> CC(=NCc1ccco1)c1c(O)n(C)c(=O)n(C)c1=O
  Jurkat NFkB inh = 12	Apaf1 inhib = -7	EBI2 block = -3	CCR6 antagonist = -2	SENP8 block = 6	697 NFkB inh = 12	Gli-Sufu block = 0	UBC13 polyUb = 1

> CCN(CC)C(=O)c1ccc(NC(=O)CCCSc2ccccc2)cc1
  Jurkat NFkB inh = -8	Apaf1 inhib = 9	EBI2 block = 2	CCR6 antagonist = 9	SENP8 block = -7	697 NFkB inh = 20	Gli-Sufu block = -15	UBC13 polyUb = -21

Only part of the results is shown; the hit share may differ from the screen's.
